From PubChem
IEC-6 cytotox = kills IEC-6 intestinal cells in KLF5 counter-screen; IEC-6 cytotoxicity, luminescence viability; inhibition, % at 5 µM; 290,000 tested, 0.78% active; AID 1825; in the data active means inhibition above about 22%;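 further: 0% = plate median of test compound wells and 100% = cytotoxic reference compound wells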
HSP90 refold inh = inhibitors of HSP90 luciferase refolding in rabbit reticulocyte lysate. 290,000 tested, 0.91% active. inhibition, % at 5.6 µM. luciferase refolding luminescence, 3 h. AID 1789;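 active means inhibition above the screen-wide mean plus 3 SD, computed separately per campaign, cut at about 16% in these data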;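 further: 0% = DMSO wells and 100% = 60 µM geldanamycin wells; inhibitors lower the luminescence because luciferase stays unfolded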
KLF5 inh = kruppel-like factor 5 inhibition. DLD-1 KLF5 promoter-luciferase reporter, luminescence. 290,000 tested, 0.23% active. AID 1700. inhibition, % at 5 µM;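 active means inhibition above a per-plate limit of that plate's mean compound inhibition plus 3 SD, cut at about 60% in these data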;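 further: 0% = DMSO wells and 100% = LY294002 at 200 µM; higher means less KLF5 promoter-driven luciferase light; inactives centre near -14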
HSF1 activator = increases HSF-1 driven luciferase reporter signal; 300,000 tested, 1.7% active; NIH3T3-HGL HSF-1 luciferase reporter, MG132, 8 h; 100% = twice DMSO control signal; activation, % at 9 µM; AID 504408;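 active means mean replicate activation of at least 50% with a set share of replicates each reaching 50%; inconclusive means only one of those two conditions met; inactive means mean below 50% and too few replicates reaching it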;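 further: 0% = median of the neutral control wells and 100% = twice that signal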
Platelet DG rel = platelet dense granule release activity | AID 1663 | human platelet-rich plasma, SFLLRN dense granule ATP release, luminescence | inhibition, %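 (compounds screened at 7.5 µM in platelet-rich plasma)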 | 300,000 tested, 0.22% active;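 active means mean replicate score, as percent of positive control, at or above 50; inconclusive means mean below 50 but at least one replicate at or above 50; inactive means mean and every replicate below 50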
HSF1 inh = HSF1 inhibition; AID 2098; activity change, negative = inhibition, % at 7.5 µM (by protocol); 300,000 tested, 0.77% active; NIH3T3-HGL HSE-luciferase, MG132-induced, luminescence 8 h; active compounds read low;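 active means more than half of replicate wells show activity change below -50%, luminescence cut by over half; inconclusive means some wells, but at most half, below -50%; inactive means no replicate well below -50%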;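 further: luciferase reports HSF-1 transcriptional activity via heat shock element; 0% = median of DMSO wells and -100% = zero luminescence signal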
AI-2 QS modul = modulators of Vibrio harveyi AI-2 quorum sensing system. Vibrio harveyi JMH597 AI-2 luminescence/OD600 ratio, 9 h; active compounds read low; strain lacks LuxN and CqsS sensors; 0 = neutral-control median. activity change, % at 7.5 µM. 300,000 tested, 0.4% active. AID 2094; in the data active means activity change below about -75%, passing the limit was not always enough; inconclusive means no clear call, values can overlap the other calls;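 further: luminescence divided by OD600 gain over 9 h not by final OD600 alone; inactives centre near 13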
HIF act = HIF pathway transcriptional activation | U2OS HRE-luciferase reporter, luminescence; normalized: DMSO 0%, desferrioxamine 100% | activation, % at 7.5 µM (by protocol) | 300,000 tested, 0.32% active;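 active means mean activation of at least 10% of the iron chelator positive control signal, with at least half of replicates also reaching 10%; inconclusive means mean and replicate majority disagree about reaching 10%; inactive means mean and most replicates under 10%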
SKKanGAS inh = SKKanGAS growth inhibition; S. pyogenes SKKanGAS, kanamycin growth, BacTiter-Glo, 6 h; inhibition, % at 7.5 µM; 300,000 tested, 1.3% active; AID 1662;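 active means mean replicate score, as percent of positive control median, at least 50; inconclusive means mean below 50 but one replicate at or above 50; inactive means mean and every replicate below 50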;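 further: strain carries kanamycin resistance gene driven by streptokinase promoter and grows in 40 µg/ml kanamycin; loss of luminescence reflects streptokinase promoter inhibition or plain growth inhibition; 0% = median of DMSO wells and 100% = positive control at its reference dose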
aSyn UTR inh = MLPCN primary screen, SNCA 5' untranslated region. 300,000 tested, 0.82% active. inhibition, % (tested at 7.5 µM). alpha-synuclein 5'UTR reporter, inhibitor activity; in the data active means inhibition above about 60%; inconclusive means no clear call, values can overlap the other calls;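 further: H4 neuroglioblastoma cells stably carrying SNCA 5'UTR luciferase fusion; 0% = DMSO wells and 100% = positive control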
Numbers without * were called inactive; u = inconclusive; x = no result given.

Below each compound – IEC-6 cytotox, AI-2 QS modul, HSP90 refold inh, HSF1 inh, HIF act, aSyn UTR inh, Platelet DG rel, KLF5 inh, HSF1 activator, SKKanGAS inh
COc1cccc(C(=O)NCCSc2ccc(C)cc2)c1
    1, -4, -2, 0, 0.2, -16, 1, 7, 9, -3
CCc1cc(C(=O)N2CCCC(CNC(=O)c3ccc(-c4ccccc4)cc3)C2)no1 (centres undefined)
    -2, -3, -2, 0, 0.9, -12, u, 3, 19, -21
Cc1nc(N)nc(N/N=C/c2ccccc2)n1
    1, 14, 2, -2, 0.3, -32, -3, -30, 6, -2
O=C(c1ccccc1)N(Cc1nc2ccccc2c(=O)[nH]1)C1CCCC1
    3, 5, 3, 6, -0.1, -2, 3, 0, 32, 1
O=C(c1cccc(S(=O)(=O)N2CCOCC2)c1)N1CCCC(C(F)(F)F)C1 (centres undefined)
    x, 15, x, -2, -0.2, 6, -9, x, -7, -5
Nc1nc(-c2ccccc2)cn1N
    6, 8, 0, -5, 0.3, -27, 24, -17, -20, 1
O=C(Nc1ccc(OCc2ccccc2Cl)cc1)c1cccnc1
    17, 3, 5, 6, -4.2, 90*, 2, -1, 10, -2
O=C(O)CC(SCC(=O)Nc1ccc(Cl)c(S(=O)(=O)N2CCOCC2)c1)C(=O)O (centres undefined)
    -4, 17, 1, 0, 0.1, 13, -3, -35, -4, -5
CSCC(C)N1CCC(CO)(CCc2ccccc2)CC1 (centres undefined)
    2, 7, 2, -6, -0.3, -21, 3, -3, -13, 0
Cc1ccccc1CS(=O)(=O)CC1(O)CCN(C(=O)c2cccc(C(F)(F)F)c2)CC1
    5, 25, 1, 5, -0.2, 35, -3, -14, 2, -9
COc1ccc(Cc2nnc(-c3ccccc3)o2)cc1
    -3, -28, -2, 20, 1.2, -94, -3, -53, 42, 5
Cc1ccc(-n2cccn2)c([C@@H]2C[C@H]3CN(C)C(=O)[C@]34CCCN24)c1
    -2, 3, 0, 4, -0.3, -19, -12, 5, 0, 1
Cc1cc(C)cc(NC(=O)C2CCCN2S(=O)(=O)c2ccc3c(c2)n(C)c(=O)c(=O)n3C)c1 (centres undefined)
    -2, 12, 0, -3, 0.2, -10, 2, -7, -4, -2
COc1cc(OC)cc(-c2nnc(SCc3cccnc3)o2)c1
    2, 26, -3, 5, x, -26, -7, -18, 4, -15
CN(CCc1ccccn1)C(=O)CC1C(=O)NCCN1Cc1cccc(F)c1 (centres undefined)
    -3, 35, -1, -8, 0.3, 10, -2, -30, 10, -7
CC(C)CCOc1ccc(-c2c(=O)n(OCc3ccc([N+](=O)[O-])cc3)c3ccccc3[n+]2[O-])cc1
    0, 11, -1, 18, 2.0, -25, -1, -19, 24, -6
CCCCc1n[nH]c2c1C(=O)CC(C)(C)C2
    -5, 9, 0, -3, -0.3, 4, -11, -39, -8, -2
C=CCc1ccccc1OCC(O)CNC(=O)c1ccccc1C(=O)O (centres undefined)
    8, 8, 4, 2, 0.1, -11, 6, 4, -1, -5
CCCc1cc(=O)[nH]c(SCC(=O)N2CCCc3ccccc32)n1
    -13, 14, 1, -10, -0.7, 7, 2, -9, -1, 4
CC(C)NC(=S)NN(c1ccccc1)c1ccccc1
    -2, 7, 0, -5, -0.8, -3, 4, 1, -1, -1
Cc1cccc(N2CCN(C(=O)COc3ccc4c(c3)CCC4)CC2)c1C
    0, 11, 0, 1, 0.0, 16, 15, 17, 7, 12
CSc1ccc(CN2CCN(CC=C(C)C)C(CCO)C2)cc1 (centres undefined)
    6, 12, 1, -4, 1.0, -12, 12, -3, -3, 5
CCc1cc(C(=O)OC)c(NC(=O)CCCC(=O)O)s1
    1, 15, -1, -3, -0.2, 15, -3, 0, -3, -15
CCOC(=O)C1CCN(CCC(=O)Nc2ccc(F)cc2)CC1
    2, 4, -2, -10, -0.1, 4, 9, -10, -9, -6
COc1ccc(CCn2c(C)cc(C(=O)COC(=O)c3cnccn3)c2C)cc1
    0, 21, 4, 0, 0.0, -14, -14, -23, -11, 0
COc1ccc(-c2cc(C(F)(F)F)nc(SCC(N)=O)n2)cc1
    3, 24, 1, -2, -0.4, 11, 1, -12, 2, 0
O=Cc1ccc(OCc2ccccn2)cc1
    6, 15, 1, 4, 0.7, -52, 11, -19, 6, -5
CCOC(=O)c1cc2sccc2n1CC(=O)c1ccc2c(c1)OCCO2
    5, 1, -1, 0, -0.2, 19, 2, 15, -2, -2
CCOC(=O)C1=C(C)Nc2sc(C(=O)c3ccc(OC)cc3)c(N)c2C1c1ccc(C(=O)OC)cc1 (centres undefined)
    2, 13, 1, -2, -1.0, 28, -13, -49, -5, 20
N#CC1(C#N)[C@@H](C(=O)C23CC4CC(CC(C4)C2)C3)C12CCOCC2
    4, 34, 3, -8, -0.6, -28, 3, -28, 9, -5
N/C(COc1ccc(Cl)cc1)=N\NS(=O)(=O)c1ccccc1
    4, 9, 0, 4, -0.2, 3, -2, -23, 7, -6
COc1cc(SC)ccc1C(=O)NCC1CCCCC1
    0, 6, -2, 30, 1.9, -67, 0, -62, 32, -1
N#CNC(=Nc1ccc(Cl)cc1)Oc1ccccc1
    10, 5, 1, 14, 1.9, 16, -17, -32, 34, -13
CCN(CC(=O)Nc1cccc(S(=O)(=O)N2CCCC2)c1)CC(=O)Nc1ccccc1OC
    2, 25, 1, 0, 0.2, 18, -46, -14, 10, -8
CNc1ccc(Br)cc(C(=O)/C=C/c2ccc(Cl)cc2Cl)c1=O
    -1, 25, -3, 36, 0.1, -45, -3, -6, u, 17
CCS(=O)(=O)c1nc(S(=O)(=O)c2ccc(Cl)cc2)c(N2CCN(C)CC2)s1
    -3, 25, 1, 4, 0.8, 12, -2, -46, 24, -2
CC(C)N(C(=O)Cn1cc(S(=O)(=O)CC(=O)N2CCOCC2)c2ccccc21)C(C)C
    1, 43, 4, 5, 0.2, -22, -1, 17, -4, 7
O=c1c2ccccc2c(C=Nc2cccc(O)c2)c(O)n1-c1ccc2c(c1)OCO2
    1, 28, 2, -5, 0.5, -151, -29, 8, 2, 25
Cc1nn(-c2ccccc2)c(C)c1NC(=O)COc1ccc2ccccc2c1
    2, 6, 1, -1, -0.5, 20, 7, 9, -1, 6
CC(=O)c1cccc(NC(=S)NC2CCCCC2)c1
    1, 49, -2, -1, 1.0, -45, -1, -7, 14, -6
COc1cccc(CNC(=O)CSc2cc(=O)n(C)c3ccccc23)c1
    0, 11, -4, -9, 0.3, -4, 6, 7, 13, -3
CN1CCN(NC(=O)c2cc(-c3ccc(Br)s3)nc3ccccc23)CC1
    13, 19, -1, 8, 0.2, 13, 15, -31, 16, 7
COc1ccc(Cl)cc1NC(=O)Nc1cn(C)nc1C
    2, 0, 7, 2, -0.2, 10, 9, -2, 19, 4
CC1(C)CC(=O)C(C2C3=C(CC(C)(C)CC3=O)Oc3c(Br)cc(Br)cc32)=C(O)C1 (centres undefined)
    -7, 21, -4, -2, -50, -5, -10, -23, 5, 56*
O=C(NNC(=O)C1CC=CCC1)c1ccccc1Br (centres undefined)
    -4, -3, -1, -7, 1.6, -23, 2, -38, 7, 3
CCc1cc(=O)n2[nH]c(C)c(-c3ccccc3OC)c2n1
    2, 10, -3, -6, 0.0, 24, -5, -2, -11, -2
COc1cc(NC(=O)c2ccc(C)cc2C)ccc1NC(=O)c1cccs1
    4, 2, -4, 24, 2.0, -37, 1, -38, 10, 7
CCOc1ccc(CCNC(=O)C(C)N2C(=O)CC(C)(C)Sc3ccccc32)cc1 (centres undefined)
    -1, -1, 1, -4, 0.9, -2, 5, -10, 9, 0
CCC(C)c1ccc(NC(=O)Nc2cccnc2)cc1 (centres undefined)
    7, -6, 0, 12, 2.8, -155, -35, -117, 20, -19
COc1ccccc1NC(=O)Nc1nc2ccc(S(N)(=O)=O)cc2s1
    1, -2, 1, 24, 3.8, -183, -4, -123, 37, 18
CC(=O)N1C(c2ccccc2)CC(=O)OC1c1ccc2c(c1)OCO2 (centres undefined)
    -2, 22, 2, 1, -0.2, 4, 10, -7, 17, -3
CCOC(=O)c1ccc(N2C(=O)CC(SCC(=O)Nc3ccc(S(N)(=O)=O)cc3)C2=O)cc1 (centres undefined)
    0, 58, 0, -1, -0.4, 14, 10, -15, 18, 2
COc1ccccc1NC(=O)CN1C(=O)COc2ccc(S(=O)(=O)N3CCCCCC3)cc21
    0, 21, -4, 5, -0.5, 7, 3, -27, 2, -2
COc1cccc(-c2nc(CS(=O)(=O)CC(=O)N3CCOCC3)c(C)o2)c1
    -8, 12, 1, -6, -0.2, -13, -2, -19, -23, 11
O=C(O)c1cccc(N/N=C/c2ccc(OC(F)(F)F)cc2)c1
    -3, 19, 47*, -56*, -1.2, 64*, 11, 71*, -59, 3
COc1cc(OC)cc(C(=O)N[C@H](C(=O)NCCc2ccc(S(N)(=O)=O)cc2)C(C)C)c1
    -2, 12, 0, 3, -0.2, -9, -9, 9, 9, -7
Cc1sc2ncnc(Oc3ccc(-n4ccnc4)cc3)c2c1C
    2, -11, 1, -2, -0.7, 9, -2, -14, 4, 5
Cc1ccc(C(=O)COC(=O)c2c(C)cc(=O)oc2C)cc1[N+](=O)[O-]
    6, 1, -1, 2, 1.1, 12, 6, 36, 24, -1
Cc1ccc(S(=O)(=O)N2CC3CCCC2C3)cc1 (centres undefined)
    -2, 5, -1, -7, 1.3, 8, 5, -44, 24, -2
O=C(NCCC1CCCCN1S(=O)(=O)c1ccccc1)C(=O)NC1CCCC1 (centres undefined)
    x, 28, x, -2, -8.2, 8, 0, x, 2, -4
CCN(CC)c1ccc(-c2n[nH]c(=S)n2-c2ccccc2)cc1
    1, 6, 7, 10, 2.4, -1, -3, -2, -3, -1
C=CCNC(=S)NNC(=O)c1cccn(Cc2ccc(Cl)c(Cl)c2)c1=O
    2, 8, 3, 23, 0.0, -3, -12, -2, 81*, -6
